FEN1 inh = human FEN1 inhibition; P39748; Recombinant FEN1 flap cleavage, fluorescence, 15 min; Potency, µM (highest dose often 114 µM), for the others: top-dose activity change, negative = inhibition, usual class: inhibitors; actives 0.35% (n = 390,000); AID 588795; further: nearly all actives have a fitted effect of over 65% in size
Target sequence (P39748 whole entry, looked up): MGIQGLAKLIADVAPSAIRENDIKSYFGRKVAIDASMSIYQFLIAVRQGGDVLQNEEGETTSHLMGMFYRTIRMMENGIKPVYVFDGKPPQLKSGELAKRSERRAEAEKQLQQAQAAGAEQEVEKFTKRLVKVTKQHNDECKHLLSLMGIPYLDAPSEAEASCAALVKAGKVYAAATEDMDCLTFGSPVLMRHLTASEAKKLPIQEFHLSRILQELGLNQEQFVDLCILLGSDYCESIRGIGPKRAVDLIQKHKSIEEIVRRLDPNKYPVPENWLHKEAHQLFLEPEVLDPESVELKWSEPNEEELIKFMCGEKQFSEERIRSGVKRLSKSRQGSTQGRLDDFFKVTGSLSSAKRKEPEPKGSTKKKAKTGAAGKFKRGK
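FEN1 at 10 nM, compound pretreatment for 15 min (room temperature), 50 nM final substrate to initiate; endpoint reads at 0 and 15 min; DMSO-only plates used as vehicle background.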
KAT2A inh = inhibitors of human GCN5L2 histone acetyltransferase | Q92830 | GCN5L2 HAT assay, ThioGlo1 CoA-SH fluorescence | Potency, µM (series often up to 58.9 µM), without a hit: top-dose activity change, negative = inhibition, most hits filed as inhibitors | actives 0.21% (n = 390,000)
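Free CoA generated was detected with ThioGlo1 (50uM) fluorescence at Ex340nm/Em540nm, read immediately and after 20 min at room temperature. Enzyme, 20 nM in HEPES pH 7.5 buffer, saw compounds 15 min before adding 75uM H3(1-25) peptide and 70uM acetyl-CoA.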
N370S GC mod = inhibitors or activators of N370S glucocerebrosidase for Gaucher disease | P04062 | N370S GC spleen homogenate, 4MU-glucoside fluorescence | Potency, µM (doses to about 59.4 µM), for the others: at the highest dose activity change, negative = inhibition, most hits filed as inhibitors | actives 0.092% (n = 330,000);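 further: 0% = full enzyme activity and -100% = no enzyme basal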
* marks the source's active call; other numbers are inactive results; & = joins results of further samples; [ ] = another dose, or the depositor's remark. The call rests on the fitted dose curve; in most records, active means well fitted curve in the direction sought with a large enough effect; inconclusive means small, poorly fitted or top-dose-only effect, or another doubt; inactive means no such curve, though single readings can be large; an effect the other way counts as inactive or inconclusive. Unless noted, on the % scale 0 is the no-effect control and ±100 the full control effect; potency means the concentration at half of the fitted maximal effect. Not all compounds are listed (hit frequency here may not be typical).

O=C(CN(Cc1ccccc1)C(=O)CCC(=O)Nc1ccccn1)NCc1ccco1 was read as FEN1 inh 3%, KAT2A inh -15% and N370S GC mod -8%.
Screening O=C(Cc1cccc2ccccc12)NNC(=O)Nc1cccc(Cl)c1 returned FEN1 inh -2%, KAT2A inh 0% and N370S GC mod 7%.
`O=C(Nc1ccc(NC(=O)c2cccnc2)cc1)c1ccccc1` gave FEN1 inh -4%, KAT2A inh -2% and N370S GC mod -8%.
For CCOc1ccc(-n2nc3ccc(NC(=O)c4cccc(F)c4)cc3n2)cc1 the results were FEN1 inh -1% and KAT2A inh -4%.
CC(C)C[C@H](NC(=O)C1CCN(S(=O)(=O)c2ccccc2)CC1)C(=O)NCc1cccnc1 was read as FEN1 inh 19%, KAT2A inh -3% and N370S GC mod -2%.
COc1ccc(NC(=O)c2c3c(nc4ccccc24)CCC3)cc1 was read as FEN1 inh 1%, KAT2A inh -16% and N370S GC mod 6%.
For Cc1ccc(CN2C(=O)CCC2C(=O)NCc2ccco2)cc1 (stereo not given) the results were FEN1 inh 5% and KAT2A inh -11%.
`O=C1Nc2cc(Cl)c(Cl)cc2N(O)N1c1cccc(Cl)c1` gave FEN1 inh 3%, KAT2A inh -3% and N370S GC mod 1%.
O=C(O)c1ccc2c(c1)C(=O)N(c1cc([N+](=O)[O-])ccn1)C2=O was read as FEN1 inh 2%, KAT2A inh -12% and N370S GC mod -2%.
Cn1ccnc1SCCNC(=O)C1CCC(=O)N(Cc2ccc(Cl)cc2)C1 (stereo not given) was read as FEN1 inh -11%, KAT2A inh -4% and N370S GC mod -2%.
`Cc1cc(S(=O)(=O)Nc2ccc3c(c2)COC3=O)ccc1F` gave FEN1 inh 0%, KAT2A inh -4% and N370S GC mod -8%.
For CC(=O)Nc1ccc(S(=O)(=O)Nc2cccc(-c3cn4cccnc4n3)c2)cc1 the results were FEN1 inh -2%, KAT2A inh -6% and N370S GC mod 15%.
`O=C(Cn1ncc(N2CCOCC2)c(Br)c1=O)c1ccc(Cl)cc1` gave FEN1 inh -9%, KAT2A inh -10% and N370S GC mod 9%.
For CC1Sc2ccc(S(=O)(=O)CCC(=O)NC3CCCCCC3)cc2NC1=O (stereo not given) the results were FEN1 inh -17%, KAT2A inh -2% and N370S GC mod inconclusive.
Screening CCOC(=O)CSc1nc2sc3c(c2c(=O)n1-c1ccc(OCC)cc1)CCN(C)C3 returned FEN1 inh 14%, KAT2A inh -23% and N370S GC mod -15%.
Screening COc1cc(NC(=O)c2cc3nc(-c4ccc(C)cc4)cc(C(F)(F)F)n3n2)cc(OC)c1OC returned FEN1 inh -15% and KAT2A inh 0%.
For Cc1cc(C(=O)CSc2nnc(-c3ccccc3)n2-c2ccccc2)c(C)n1-c1ncn[nH]1 the results were FEN1 inh -33%, KAT2A inh -3% and N370S GC mod -1%.
O=C(N/N=C/c1ccc(Br)cc1)c1ccccc1-n1cccc1 was read as FEN1 inh -13%, KAT2A inh 3% and N370S GC mod -4%.
Screening COc1cccc(N2CCN(C(=O)c3ccccc3SCC(=O)NCc3ccco3)CC2)c1 returned FEN1 inh 2% and KAT2A inh 2%.
`Cc1ccccc1C(=O)OCC(=O)N(C)c1c(N)n(Cc2ccccc2)c(=O)[nH]c1=O` gave FEN1 inh 14%, KAT2A inh -1% and N370S GC mod 1%.
Screening C/C(CC(=O)Nc1ccc(Cl)cc1Cl)=N\NC(=O)c1ccncc1 returned FEN1 inh -20%, KAT2A inh 1% and N370S GC mod 15%.
Screening CCn1c(SCC#N)nc2ccccc2c1=O returned FEN1 inh 1%&-9%, KAT2A inh -3% and N370S GC mod -18%.
CSC1=NC2(CC(c3ccccc3)Oc3cc(O)ccc32)CC(C)(C)N1 (stereo not given) was read as FEN1 inh 3%, KAT2A inh 1% and N370S GC mod -7%.
For CSCCC(NC(=O)CCN1C(=O)c2ccccc2C1=O)C(=O)O (stereo not given) the results were FEN1 inh 5%, KAT2A inh -19% and N370S GC mod 15%.
For CC1(C)CC(=O)C=C(c2ccc(-c3ccccc3)cc2)C1 the results were FEN1 inh 14% and KAT2A inh 2%.
COc1cccc(-c2ccc(C#N)c(OC(=O)c3c(Cl)cccc3Cl)n2)c1 was read as FEN1 inh 8%, KAT2A inh -5% and N370S GC mod 9%.
For CCOc1ccc(CCNC(=O)C2CCN(Cc3nc(-c4ccccc4C)oc3C)CC2)cc1OCC the results were FEN1 inh -8% and KAT2A inh -2%.
Screening COc1ccc(/C=C2\SC(=O)N(CC(=O)NCCC(C)C)C2=O)cc1OC returned FEN1 inh -2%, KAT2A inh -5% and N370S GC mod -17%.
`CCN(CC)C(=O)[C@H]1CC(CC(=O)NCc2ccco2)C(=O)N2CCc3c([nH]c4ccc(OC)cc34)[C@]12C` (stereo not given in full) gave FEN1 inh -11% and KAT2A inh -1%.
Screening CCOc1ccc(N=C2NC(=O)S/C2=C\c2ccc(N(C)C)cc2)cc1 returned FEN1 inh inconclusive, KAT2A inh -2% and N370S GC mod 3%.
COc1ccc(N2CCN(C(=O)c3cccc(NC(=O)c4nsc5ccccc45)c3)CC2)cc1 was read as FEN1 inh 1% and KAT2A inh -9%.
`Oc1c(Br)cc(/C=N/n2c(-c3ccccc3)n[nH]c2=S)c(Br)c1O` gave KAT2A inh inconclusive and N370S GC mod 2%.
For COCC(=O)N1CCC(Oc2ccc(C(=O)NCc3cc(C)no3)cc2)CC1 the results were FEN1 inh 10%, KAT2A inh -5% and N370S GC mod 0%.
For c1ccc(-c2noc(-c3cccc4ccccc34)n2)nc1 the results were FEN1 inh -6%, KAT2A inh -6% and N370S GC mod 8%.
`COc1ccc(/C(C)=N\NC(=O)C(c2ccncc2)N2CCOCC2)cc1` (stereo not given) gave FEN1 inh -11%, KAT2A inh 2% and N370S GC mod -14%.
`Cc1ccc(NC2CCCN(C(=O)CCN3CCCCO3)C2)cc1C` (stereo not given) gave FEN1 inh -5%, KAT2A inh 11% and N370S GC mod 2%.
For CN(C)c1ccc(C(CNS(=O)(=O)c2ccc(F)cc2)N2CCCC2)cc1 (stereo not given) the results were FEN1 inh 4% and KAT2A inh 2%.
`COc1ccc(NC(=O)N2CCC(CN3CCCC3)CC2)c(OC)c1` gave FEN1 inh -5% and KAT2A inh 0%.
Cc1ccc(S(=O)(=O)NCCc2nnc3ccc(SCC(=O)Nc4ccc(OC(F)(F)F)cc4)nn23)cc1 was read as FEN1 inh 3% and KAT2A inh 3%.
CCOC(=O)C1=C(O)C(=O)N(Cc2cccnc2)C1c1ccc(OC)cc1 (stereo not given) was read as FEN1 inh inconclusive, KAT2A inh 2% and N370S GC mod -2%.
O=C(NCC(c1cccs1)N1CCOCC1)c1ccc(Cl)cc1 (stereo not given) was read as FEN1 inh -8%, KAT2A inh 2% and N370S GC mod 0%.
For COc1ccc(N(C(=O)CNC(=O)c2ccco2)C(C(=O)NC2CCCC2)c2ccc(C)o2)cc1 (stereo not given) the results were FEN1 inh 5%, KAT2A inh 1% and N370S GC mod -8%.
`CSc1cccc(NC(=O)C(C)C)c1` gave FEN1 inh -15%, KAT2A inh 2% and N370S GC mod 3%.
`Cc1ccc(NC(=O)c2cc(C(C)(C)C)nn2Cc2ccccc2)cc1` gave FEN1 inh -16%, KAT2A inh -8% and N370S GC mod 9%.
O=C(O)CSc1nnc(CNc2cccc(C(F)(F)F)c2)n1Cc1ccco1 was read as FEN1 inh 7%, KAT2A inh -1% and N370S GC mod -22%[2.35 µM].
Screening C=CCNCCOc1ccccc1-c1ccccc1 returned FEN1 inh 28%, KAT2A inh -3% and N370S GC mod -2%.
`Nc1ccccc1NC(=O)c1ccccc1N` gave FEN1 inh -9%, KAT2A inh inconclusive and N370S GC mod -21%.
CC(C)Oc1ccc(C(=O)Nc2ccc3c(c2)CCCN3C(=O)c2cccs2)cc1 was read as FEN1 inh -8% and KAT2A inh -15%.
COc1cccc(CN(CC(=O)NCc2ccco2)C(=O)CNS(=O)(=O)c2ccccc2)c1 was read as FEN1 inh 0%, KAT2A inh -8% and N370S GC mod -13%.
O=C(/C=C/c1ccccc1)NC(=S)Nc1ccccc1O was read as FEN1 inh -2%, KAT2A inh -23% and N370S GC mod -8%.
CCOc1cc(CNc2ccc(OC)cc2)cc(Br)c1OCC(=O)NC(C)(C)C was read as FEN1 inh -3%, KAT2A inh -16% and N370S GC mod -3%.
For O=C(Nc1nccs1)c1ccc(COc2c(F)c(F)cc(F)c2F)cc1 the results were FEN1 inh -4%, KAT2A inh -4% and N370S GC mod -20%.
Screening Cc1ccc2nc(Nc3ccccc3O)nc(-c3ccccc3)c2c1 returned FEN1 inh -17%, KAT2A inh -4% and N370S GC mod 1%.
Screening COc1ccccc1/C=N/NC(=O)c1ccccc1Cl returned FEN1 inh -2%, KAT2A inh -7% and N370S GC mod 2%.
Screening O=C(CSc1nnc(-c2cccc(S(=O)(=O)N3CCCCC3)c2)o1)c1ccc[nH]1 returned FEN1 inh 3%, KAT2A inh -1% and N370S GC mod 2%.
For CCOc1ccc(NC(=O)Cn2c(=O)n(Cc3ccccc3)c(=O)c3c4c(sc32)CN(C(C)=O)CC4)cc1 the results were FEN1 inh -5% and KAT2A inh -5%.
CCOc1ccccc1Nc1ncccc1C(=O)N1CCCC1 was read as FEN1 inh -16%, KAT2A inh 8% and N370S GC mod 6%.
For CCOC(=O)c1sc(N2C(=O)c3oc4cc(C)c(C)cc4c(=O)c3C2c2ccc(C)cc2)nc1C (stereo not given) the results were FEN1 inh 16% and KAT2A inh 7%.
For CCCC(C)C(=O)Nc1cc(S(=O)(=O)N2CCCCC2)ccc1N1CCOCC1 (stereo not given) the results were FEN1 inh -2% and KAT2A inh 0%.
For Cc1ccc(CN(C)CC(=O)Nc2ccc3c(c2)CCC3)cc1 the results were FEN1 inh 0%, KAT2A inh 8% and N370S GC mod -6%.
Cc1nc(N)nc(Cl)c1Cc1ccc(Cl)cc1 was read as FEN1 inh 17%, KAT2A inh -4% and N370S GC mod -3%.
`COc1ccc(S(=O)(=O)Nc2ccccc2OC)cc1NC(=O)Cc1cccs1` gave FEN1 inh -5%, KAT2A inh -3% and N370S GC mod inconclusive.
CC(C(=O)N1CCCC1)c1ccc([N+](=O)[O-])cc1 (stereo not given) was read as FEN1 inh 9%, KAT2A inh 6% and N370S GC mod 16%.
For N=c1n(-c2ccccc2)c(O)cc(=O)n1-c1ccccc1 the results were FEN1 inh -4%, KAT2A inh -12% and N370S GC mod -4%.
For COc1cc(SC)ccc1C(=O)N1CCN(c2ccccc2)CC1 the results were FEN1 inh -3%, KAT2A inh 1% and N370S GC mod -3%.
For CCOc1ccc(-n2c(Cc3cc(=O)[nH]c(=O)[nH]3)nnc2SCC)cc1 the results were FEN1 inh 4%, KAT2A inh 4% and N370S GC mod -11%.
Screening COc1ccccc1Oc1ccc(N/C=C2/CCCC2=O)cc1 returned FEN1 inh 1%, KAT2A inh 1% and N370S GC mod -3%.
COc1ccc(NC(=O)Nc2ccc(F)cc2F)cc1 was read as FEN1 inh -1%, KAT2A inh -7% and N370S GC mod -5%.
Screening OCCN1CNC(=S)NC1 returned FEN1 inh 19%, KAT2A inh -8% and N370S GC mod -1%.
`CCCCC1(C(=O)OCC)CC(CSC(=N)N)OC1=O` (stereo not given) gave FEN1 inh -3%, KAT2A inh -3% and N370S GC mod 2%.
`CCCCN(CCCC)S(=O)(=O)c1ccc(OC)c2ncccc12` gave FEN1 inh -1%, KAT2A inh -2% and N370S GC mod -5%.
Screening Cc1cccc(N2CCN(C(=O)CCS(=O)(=O)c3ccc4c(c3)CC(=O)N4C)CC2C)c1 (stereo not given) returned FEN1 inh -1% and KAT2A inh -1%.
N#CC1=C(Nc2ccccc2)SC=C(c2ccc(Cl)c(Cl)c2)N=C1N1CCOCC1 was read as FEN1 inh -4%, KAT2A inh -5% and N370S GC mod -20%.

Screens as filed in PubChem.
